12-LOX inh: Primary qHTS assay for inhibitors of human arachidonate 12S-lipoxygenase (ALOX12): Round 2 | purified 12hLO, xylenol orange hydroperoxide absorbance | actives 1.1% (n = 580,000) | Potency, µM (top dose mostly 108 µM), for inactives: at the top dose activity change, negative = inhibition, most hits filed as inhibitors | Polyunsaturated fatty acid lipoxygenase ALOX12 (Homo sapiens), P18054 | AID 1671190, 2021; note: potency is the fitted concentration of half-maximal effect; % is set by controls: 0 for no effect and ±100 for the full control effect
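Hydroperoxide product was detected by ferrous iron/xylenol orange as the 573 to 405 nm absorbance ratio. Arachidonic acid at 40 uM (final) was turned over for 30 min at room temperature by 150 nM human 12hLO, pH 7.0 Hepes buffer, after 15 min compound preincubation.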
RGS4 inh: Inhibitors of Regulator of G Protein Signaling (RGS) 4: qHTS; Regulator of G-protein signaling 4 (Homo sapiens), P49798; Transcreener GDP fluorescence polarization, RGS4-accelerated GTP hydrolysis; Potency, µM (top dose mostly 114 µM), for the others: at the top dose activity change, negative = inhibition, most hits filed as inhibitors; actives 0.039% (n = 390,000); AID 504845, 2011; note: potency is the fitted concentration of half-maximal effect; % is set by controls: 0 for no effect and ±100 for the full control effect; nearly all actives have a fitted effect of over 75% in size; some results filed as inactive show a strong effect at the top dose
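MLSMR compounds (23 nl, pin-transferred) preincubated 10 min at room temperature with a 500nM (2x) first reagent, then RGS4 at 900nM (2x) plus Transcreener GDP mix added; fluorescence polarization (620/688 nm) read before and after 90 min at 30 °C.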
PI4K2A inh: qHTS for small molecular inhibitors of PI4K2A | Phosphatidylinositol 4-kinase type 2-alpha (Homo sapiens), Q9BTU6 | purified PI4K2A, ADP-Glo luminescence, 1 h; hits give low values | activity change, negative = inhibition, % at 76.9 µM | actives 0.13% (n = 420,000) | AID 1346378, 2018; in the data active = activity change below about -50%; inconclusive = mostly about -30% to -49%;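 note: -100% = wells without enzyme as full effect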
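Compounds are screened against recombinant PI4K2A using PI as substrate and ATP, the latter dispensed at 300 microM. Reactions run one hour at ambient temperature before ADP-Glo detection; full inhibition defined by wells lacking enzyme.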
BAZ2B block: qHTS Assay for Inhibitors of BAZ2B; Potency, µM (series often up to 114 µM), for the others: at the highest dose activity change, negative = inhibition, hits mostly inhibitors; Bromodomain adjacent to zinc finger domain protein 2B (Homo sapiens), Q9UIF8; actives 4.4% (n = 360,000); AlphaScreen BAZ2B-H3K14Ac peptide displacement; AID 504333, 2011; note: potency is the fitted concentration of half-maximal effect; % is set by controls: 0 for no effect and ±100 for the full control effect; nearly all actives have a fitted effect of over 60% in size
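Inhibition is scored as reduced AlphaScreen emission. The BAZ2B/b-H3(5-23)K14Ac complex (50 nM each) in PBS pH 7.4, 0.01% Tween-20 meets compound (up to 110 uM) for 30 min at RT before bead addition.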
JMJD2A Tudor: qHTS Assay for Inhibitors of JMJD2A-Tudor Domain | Lysine-specific demethylase 4A (Homo sapiens), O75164 | AlphaScreen JMJD2A-Tudor / H3K4me3 peptide binding | Potency, µM (titrated, usually from 114 µM), inactives show at the top dose activity change, negative = inhibition, hits mostly inhibitors | actives 4.4% (n = 390,000); note: potency is the fitted concentration of half-maximal effect; % is set by controls: 0 for no effect and ±100 for the full control effect; nearly all actives have a fitted effect of over 50% in size
G9a block: qHTS Assay for Inhibitors of Histone Lysine Methyltransferase G9a. Histone-lysine N-methyltransferase EHMT2 (Homo sapiens), Q96KQ7. G9a H3K9 monomethylation, AlphaScreen, 2 h. Potency, µM (doses to about 102 µM), for inactives: at the highest dose activity, negative = inhibition, hits mostly inhibitors. actives 8.8% (n = 350,000); note: potency is the fitted concentration of half-maximal effect; % is set by controls: 0 for no effect and ±100 for the full control effect; nearly all actives have a fitted effect of over 75% in size
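Using a bead-based AlphaScreen, monomethylated H3K9 product from 2 h room-temperature reactions (G9a 20 nM, peptide 500 nM, SAM 20 uM) was detected with 0.5 ug/mL rabbit anti-H3K9me1 antibody.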
GLS inh: qHTS for Inhibitors of Glutaminase (GLS) | Glutaminase kidney isoform, mitochondrial (Homo sapiens), O94925 | GLS enzymatic activity, qHTS titration | Potency, µM (top dose mostly 45.5 µM), without a hit: at the top dose activity change, negative = inhibition, most hits filed as inhibitors | actives 0.21% (n = 410,000); note: potency is the fitted concentration of half-maximal effect; % is set by controls: 0 for no effect and ±100 for the full control effect
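Glutamate formation by hKGA was monitored fluorometrically using coupled glutamate oxidase, HRP and Amplex Red. Substrate was added as 1 mM L-glutamine solution; incubation was 30 min at RT after an initial read.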
ERG-DNA inh: qHTS for Small Molecule Inhibitors of the ERG Ets/DNA interaction; actives 0.028% (n = 370,000); Transcriptional regulator ERG (Homo sapiens), P11308; Potency, µM (doses to about 76.9 µM), inactives show at the highest dose FP activity, negative = inhibition, most hits filed as inhibitors; fluorescence polarization, His-ERG Ets domain / labelled DNA; active = well fitted inhibition curve with a large enough effect in the polarisation, with a control signal flat; inconclusive = small, poorly fitted or top-dose-only effect, or effect the other way, or a change in a side signal; inactive = no such curve, though single readings can be large or run the other way; the % refers to the polarisation;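 note: polarization taken with two DNA probes labelled with fluorescein and Texas red; potency is the fitted concentration of half-maximal effect; % of control where 0% means no effect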
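His-tagged ERG Ets domain (1 uM in the protein solution; 300mM KCl, 50mM Tris-HCl, 1mM EDTA, 1mM DTT, pH 7.5) received compound, then a probe mix of 5 nM fluorescein-DNA and 100nM Texas-615-DNA. Fluorescence polarization was read for both dyes.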
HP1b chromo inh: HTS for Inhibitors of HP1-beta Chromodomain Interactions with Methylated Histone Tails; AlphaScreen HP1-beta / biotin-H3K9me3 peptide binding; Potency, µM (series often up to 114 µM), for the others: top-dose activity change, negative = inhibition, usual class: inhibitors; actives 0.56% (n = 390,000); note: potency is the fitted concentration of half-maximal effect; nearly all actives have a fitted effect of over 70% in size; inactives centre near 23
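HP1-beta protein (50 nM final) preincubated 30 min at room temperature with biotinylated H3(1-18)K9me3 peptide (50 nM) in PBS pH 7.4, 0.01% Tween-20, then compound added for 30 min. AlphaScreen streptavidin donor/nickel chelate acceptor beads (10 ug/mL final), 30 min dark, luminescence read.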
Numbers without * were called inactive; i = inactive; ? = inconclusive; / = no result given; & = joins results of further samples; [ ] = dose if it differs, or a comment. Unless noted, calls come from the whole dose curve; as a rule, active = well fitted curve in the direction sought with a large enough effect; inconclusive = small, poorly fitted or top-dose-only effect, or another doubt; inactive = no such curve, though single readings can be large; an effect the other way counts as inactive or inconclusive.

Below each compound – PI4K2A inh, BAZ2B block, JMJD2A Tudor, RGS4 inh, 12-LOX inh, HP1b chromo inh, G9a block, ERG-DNA inh, GLS inh
- COc1ccc(NC(=O)C23CC4CC(C2)CC(n2cnc(Br)n2)(C4)C3)c(OC)c1
  2, 5%, -22%, -47%, ?, 53%[activator], -49%[59 µM], -2%, -5%
- Cc1ccc(NC(=O)CCSc2ccccn2)cc1
  -7, -5%, -10%, -17%, -16%, 23%, ?, 6%, 6%
- O=C(NCn1ccc(=O)[nH]c1=S)c1ccccc1
  10, -4%, -19%, 3%, -12%, -14%, 56µM*, 3%, 5%
- CCN(CC)S(=O)(=O)c1ccc(-c2nnc(SCC(=O)Nc3ccc4c(c3)OCO4)o2)cc1
  -2, -6%, -10%, 29%, -7%, 14%, -48%, /, 8%
- CCOC(=O)c1csc(NC(=O)CSc2nnnn2-c2ccc(OC)cc2)n1
  -1, 0%, -2%, -6%, 6%, 37%, 20%[59 µM], /, -3%
- O=S(=O)(NCc1cccnc1)c1ccc(Cl)s1
  6, -31%, ?, 13%, /, 29%, ?, 6%, -1%
- CCCOc1ccc(C(=O)c2nc3c(n2O)CCCCC3)cc1
  2, -5%, ?, 6%, -15%, 10%, -20%[12.7 µM], -6%, -2%
- CC(=C/c1ccc(C(C)C)cc1)/C=N/NC(=O)c1ccncc1
  3, 2%, -18%, 7%[11.4 µM], 0%, 33%, 10%[59 µM], 1%, -2%
- C=C[C@@H]1c2cccc(C)c2N(S(=O)(=O)c2ccc(C)cc2)[C@H](c2ccccc2)C1(C#N)S(=O)(=O)c1ccccc1 (some centres not stated)
  -3, /, -18%, -5%, ?, 26%, /, -8%, 13%
- O=C(c1cccc(S(=O)(=O)N2CCCC2)c1)c1cccc(S(=O)(=O)N2CCCC2)c1
  14, /, -17%, -1%, -13%, 5%, -8%[59 µM], 0%, 3%
- COc1ccc(S(=O)(=O)NCc2ccccn2)cc1NC(=O)c1ccccc1C
  -7, ?, 1µM*, 24%, ?, 11%, -35%, 2%, 1%
- Cc1ccc2nc(N3CCN(C(=O)c4ccco4)CC3)sc2c1
  -1, -5%, -17%, -23%, 2%, -1%, ?, -1%, 2%
- COc1cccc(-c2nnc(SCC(=O)N3CCC(C)CC3)o2)c1
  1, 3%, 5%, -31%, -11%, 44%[activator], 2%[59 µM], 1%, -6%
- CSc1ccc(CN(C)C(=O)CSCC(=O)Nc2cc(C)on2)cc1
  16, -18%, -16%, 6%, i, 9%, 21%, -12%, 9%
- Cc1cc(Cl)c2oc(C(=O)N(C)CC3CCOCC3)c(C)c2c1
  18, -12%[57.1 µM], ?, -12%[56.9 µM], -4%, 23%, 46%, -3%, 11%
- COc1ccc(S(=O)(=O)N(CC(=O)NCc2ccncc2)c2ccc(C)cc2)cc1OC
  -2, 1%, -7%, 15%, -20%, -1%, 7%, -1%, 1%
- CC1(C)NC(=O)N(CCCCOc2ccc(Br)cc2Cl)C1=O
  8, ?, -6%[57.1 µM], 26%, 0%, 34%[activator], 3%, -3%, 5%
- COc1ccc2c(c1OC)C(=O)N(c1ccc3c(c1)CCC3)C2=O
  -9, 2%, -12%, 9%, -25%, 12%, 24%[59 µM], 4%, -1%
- Cc1cn(CC(=O)NCC(c2ccccc2)c2ccccc2)c(=O)[nH]c1=O
  3, /, ?, ?, 3%, 2%, /, 0%, 10%
- CCOc1ccc(C(=O)Nc2cccc3cccnc23)cc1
  -16, -18%, -21%, -1%, 6%, 15%, 10%[59 µM], -2%, 4%
- Cc1ccc(S(=O)(=O)N2CCC(C(=O)O)CC2)cc1C(=O)O
  -12, -16%, 4%[11.4 µM], -11%[11.4 µM], ?, 56%[activator], ?, -5%, -16%
- CCOc1ccc(S(=O)(=O)/N=C(/Nc2ccc(S(N)(=O)=O)cc2)c2ccccc2)cc1
  -2, /, -8%, -10%, 13%, 23%, /, -2%, 2%
- CCN1CCN(c2nc(NCCO)c3ccccc3n2)CC1
  -4, -11%, -12%, -4%, -9%, 23%, 40µM*, 3%, 8%
- Cc1cc(OCC(=O)Nc2ncn[nH]2)ccc1Cl
  13&9, 45µM*, ?, 36%&-6%, 24%&5%, 43%&22%[activator], -37%[2.33 µM], -8%&1%, 7%&6%
- O=C(NCc1ccccc1)c1ccc(S(=O)(=O)N2CCCC2)cc1
  4, 2%, -22%, -9%, 10%, 19%, -4%[12.7 µM], -1%, 0%
- Cc1ccc(-c2ccc(C#N)c(=O)n2CC(=O)N(C)C)cc1
  -1, -22%, -4%, -23%, 5%, 33%, 15%, 11%, -4%
- O=C(NN=C1CCCCCCC1)C(=O)NC1CCCCC1
  5, -1%, -11%, -22%, 6%, 22%, -1%[59 µM], 3%, 14%
- Cc1cc(C(=O)N2CCCC(N3CCN(c4cccc(Cl)c4)CC3)C2)n(C)n1 (configuration not stated)
  -4, 14%, -5%, 14%, 1%, 26%, 55%[activator][0.501 µM], -4%, -7%
- COc1ccc(OC)c(NC(=O)CSc2nc3ccccc3cc2Cc2ccccc2)c1
  1, -14%, -22%, -12%, -5%, 14%, 3%[2.33 µM], /, -9%
- O=C(Nc1ccc2c(c1)OCCO2)c1cccc(S(=O)(=O)N2CCCCC2)c1
  6, -10%, -32%, 13%, -23%, 9%, -35%[59 µM], -4%, 1%
- COc1ccc2[nH]cc(CCNC(=O)c3ccc([N+](=O)[O-])cc3)c2c1
  1, ?, -30%, 23%, 0%, -10%, -23%, -4%, -4%
- Cc1ccc(S(=O)(=O)/N=C(\Nc2cccc(C)c2)Nc2nc(C)cc(C)n2)cc1
  5, 1%, 7%[57.1 µM], -47%, 4%, 73%[activator], 22%[59 µM], 0%, 1%
- CCN(CC)S(=O)(=O)c1ccc(NS(=O)(=O)c2cccc(C)c2)cc1
  2, 8%, -13%, -16%, ?, 8%, 9%[59 µM], 3%, ?
- CCc1ccccc1NC(=O)c1ccc(NS(C)(=O)=O)cc1
  1, -17%, -6%, 17%, -6%, 17%, -31%, -10%, 8%
- COC(=O)[C@H](Cc1ccccc1)NC(=O)N1CCCCC1C (some centres not stated)
  -2, -1%, 1%, -17%, -11%, 32%, -31%, 0%, 6%
- O=C(COc1cccnc1[N+](=O)[O-])NCCc1ccc(Cl)cc1Cl
  4, -17%, -16%, 39%, -19%, 16%, -45%, -2%, -4%
- COc1cccc(C(C(=O)NC2CCCC2)N(Cc2cccnc2)C(=O)Cc2cccs2)c1 (configuration not stated)
  -1, 1%, -10%, -8%, -6%, 17%, 26%, 1%, 1%
- CCOc1ccccc1Nc1ncccc1C(=O)N1CCCC1
  1, 35%[activator], -22%, -25%, -6%, 15%, -2%[59 µM], /, 12%
- Fc1ccccc1N1CCN(c2nc3ccccc3n3nnnc23)CC1
  -5, 25%, 38%[activator], 21%, 0%, 81%[activator], 20%[59 µM], -4%, 0%
- Cc1ccc(C(=O)OCC(=O)Nc2ccc(S(N)(=O)=O)cc2)c(O)c1
  0, 2%, -10%, 3%, -13%, 28%, /, -4%, -8%
- Cc1ccccc1C(=O)NC(=S)Nc1ccc(N2CCOCC2)cc1
  -4, ?, ?, -42%, -17%, ?, 45µM*, 12%, 26%
- Cc1cccc(CN2CCN(c3ccccn3)CC2)c1
  -1, /, 3.2µM*, 15%, ?, ?, /, -3%, -1%
- Cc1noc(C)c1S(=O)(=O)NCCc1csc2nc(-c3ccc(Cl)cc3)nn12
  0, 2%, -10%, -24%, ?, 26%, -5%[59 µM], -11%, -3%
- CCOC(=O)C1(Cc2ccccc2)CCCN(Cc2ccccn2)C1 (configuration not stated)
  -2, -7%, -12%, -3%, -22%, 48%[activator], 7%[0.501 µM], -3%, 1%
- CSc1nncc(-c2ccccc2)n1
  1, 3%, 1%, -7%, -17%, 31%, 6%, 3%, -9%
- CC(NC(=O)c1ccc2c(c1)S(=O)(=O)N=C1CCCCCN12)c1ccc(S(N)(=O)=O)cc1 (configuration not stated)
  3, 4%, -16%, 7%, 6%, 3%, 4%[12.7 µM], 6%, -1%
- Cc1c(Br)cc(C(=O)O)c(C)c1C
  4, 2%, 1%, -14%, ?, 53%, 23%[59 µM], 12%, 11%
- Cc1ccc(C)c(S(=O)(=O)N2CCN(C(=O)CCNS(=O)(=O)c3ccccc3)CC2)c1
  -6, -12%, -17%, -10%, -1%, 31%, -9%, -2%, -1%
- CCN(Cc1cccc(OC)c1)CC1CCCN(CCc2cccc(OC)c2)C1 (configuration not stated)
  -3, -31%, -22%, 2%, ?, 9%, 4%, -5%, 1%

Screening results as filed in PubChem BioAssay.

The list is partial; rates above refer to the full screens.
